PvdQ acylase – blocks Pseudomonas aeruginosa PvdQ acylase activity | purified PvdQ acylase, fluorescence plate reader | inhibition, % at 10 µM | 340,000 tested, 0.063% active; in the data active = inhibition above about 30%, passing the limit was not always enough; inconclusive = no clear call, values can overlap the other calls;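 note: 0% = vehicle neutral wells and 100% = reference inhibitor wells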
Wnt act – Wnt/beta-catenin pathway activation; Wnt/beta-catenin reporter cell assay, activator, plate reader; activation, % at 9.35 µM; 300,000 tested, 1.2% active; AID 743398; in the data active = activation above about 30%, passing the limit was not always enough; inconclusive = no clear call, values can overlap the other calls;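 note: 0% = neutral control wells and 100% = positive control wells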
RTF Ca sens act – increases calcium sensitivity of human cardiac regulated thin filaments | P19429+P45379 | IANBD-labeled TnC RTF fluorescence at EC20 calcium; 0% EC20 calcium, 100% full calcium | activation, % at 7.2 µM | 340,000 tested, 0.24% active;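 active = activation above the mean over all tested compounds plus 3 SD, cut at about 30% in these data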;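 note: rise in fluorescence read as greater calcium sensitivity of cardiac thin filaments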
SR-BI DiI-HDL act – activators of SR-BI mediated HDL lipid uptake; CHO ldlA[mSR-BI] cells, DiI-HDL uptake fluorescence, 3 h; 100 = double the neutral-control signal; activation, % at 12.5 µM; 320,000 tested, 0.096% active; AID 504775;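 active = mean replicate activation of at least 60% and every replicate at or above 60%; inconclusive = mean or all-replicate condition met, but not both; inactive = mean below 60% and not all replicates reaching 60%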;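 note: 0% = median plate neutral-control signal and 100% = twice that signal; values of inactives mirror those of a sister screen read the other way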
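Material: SR-BI-overexpressing, LDLR-lacking CHO cells | Dosing: Single compound concentration, delivered by pin transfer | Probe or stimulus: Labelled HDL, 10 µg/mL | Signal: Bottom-read cell fluorescence after medium removal, ex 550/em 595 nm | Schedule: 3 h, 37 °C | Evaluation: HDL uptake via cellular fluorescence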
MITF act – MITF TRPM1 promoter activation in melanoma cells | SK-MEL-5 TRPM1-promoter luciferase, 24 h; % of positive control, neutral wells = 0 | activation, % at 12.5 µM | 300,000 tested, 0.75% active | AID 588334;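 active = mean activation of at least 80% with every replicate also reaching 80%; inconclusive = mean reaches 80% but some replicate falls short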;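 note: 0% = neutral control wells and 100% = parthenolide positive control wells; values of inactives mirror those of a sister screen read the other way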
CDK5 inh – blocks human CDK5/p35 kinase activity; inhibition, % at 10 µM; Recombinant CDK5/p35, ADP-Glo luminescence, 60 min; Q00535+Q15078; AID 488839; 330,000 tested, 0.01% active;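 active = highest replicate inhibition of at least 50% and at least 75% of replicates reaching 50%; inconclusive = only one of the two criteria met; inactive = both criteria failed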;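 note: plate controls were DMSO neutral control for no effect and GW8510 at 10 µM for full effect; many of its hits are not listed in these tables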
HTR5A ag – HTR5A agonism, opioid heterodimer counter-screen; HTR5A agonist assay, luminescence, cell-based; 340,000 tested, 0.61% active; activation, % at 9.3 µM; P47898; in the data active = activation mostly above about 9.5%, no sharp cut-off; inactive = mostly below about 7.6%;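 note: 0% = cells with vehicle only and 100% = reference agonist; strong numbers were not always called active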
dFosB activator – activators of mouse delta FosB homodimer; P13346; 340,000 tested, 0.99% active; purified delta FosB, TAMRA-CDK5 oligo fluorescence polarization; percent of positive-control signal above neutral wells; AID 493131; activation, % at 25 µM;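 active = mean activation above about 17%, with every replicate also reaching it, limit read from the data, passing the limit was not always enough; inconclusive = only one of the two conditions met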;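 note: fluorescence polarization rise as delta FosB binds a TAMRA Cdk5 AP-1 oligo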
Target sequence (P13346 whole entry, looked up): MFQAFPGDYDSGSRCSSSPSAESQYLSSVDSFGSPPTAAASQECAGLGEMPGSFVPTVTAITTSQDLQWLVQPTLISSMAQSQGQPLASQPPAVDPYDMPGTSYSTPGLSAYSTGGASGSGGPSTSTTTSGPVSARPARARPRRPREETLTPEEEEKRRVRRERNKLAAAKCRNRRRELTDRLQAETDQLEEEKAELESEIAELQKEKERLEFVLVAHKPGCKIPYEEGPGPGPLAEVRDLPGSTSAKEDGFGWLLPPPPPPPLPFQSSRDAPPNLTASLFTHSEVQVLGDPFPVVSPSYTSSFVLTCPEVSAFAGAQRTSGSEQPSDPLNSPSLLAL
Rtt109 Vps75 – C. albicans Rtt109 histone acetyltransferase inhibition; Q5AAJ8; purified Rtt109/Vps75, ThioGlo CoA-SH fluorescence, 4 h; inhibition, % at 34.9 µM; 330,000 tested, 0.16% active; AID 540336;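 active = inhibition of at least 50% in every replicate; inconclusive = best replicate reaches 50% inhibition but some replicates fall short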
SR-BI HDL uptake – mouse SR-BI HDL lipid transfer inhibition. Q61009. ldlA[mSR-BI] CHO cells, DiI-HDL uptake fluorescence, 3 h. inhibition, % at 12.5 µM. 320,000 tested, 0.96% active. AID 488896;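 active = mean replicate inhibition of at least 70% and a set share of replicates each scoring 70 or more; inconclusive = meets just one of the two criteria; inactive = fails both criteria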;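 note: 0% = median of neutral control wells and 100% = median of positive control wells; values of inactives mirror those of a sister screen read the other way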
Target sequence (Q61009 whole entry, looked up): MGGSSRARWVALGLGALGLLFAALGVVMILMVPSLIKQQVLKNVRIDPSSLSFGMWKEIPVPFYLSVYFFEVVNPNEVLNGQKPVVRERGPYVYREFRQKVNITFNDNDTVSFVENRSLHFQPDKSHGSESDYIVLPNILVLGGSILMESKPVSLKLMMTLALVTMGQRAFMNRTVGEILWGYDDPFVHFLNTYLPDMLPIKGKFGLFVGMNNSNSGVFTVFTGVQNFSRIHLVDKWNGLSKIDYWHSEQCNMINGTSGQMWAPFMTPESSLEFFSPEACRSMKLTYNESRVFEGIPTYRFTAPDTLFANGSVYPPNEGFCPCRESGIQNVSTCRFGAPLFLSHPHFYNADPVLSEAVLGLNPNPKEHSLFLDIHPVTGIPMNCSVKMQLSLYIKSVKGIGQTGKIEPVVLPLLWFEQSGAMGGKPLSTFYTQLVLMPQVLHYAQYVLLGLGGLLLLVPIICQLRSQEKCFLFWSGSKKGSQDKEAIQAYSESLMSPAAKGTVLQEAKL
* marks the source's active call; other numbers are inactive results; ? = inconclusive; . = not tested or not shown; & = joins results of further samples. The order is random. Share with any hit: about 4.4%.

SMILES | PvdQ acylase | Wnt act | RTF Ca sens act | SR-BI DiI-HDL act | MITF act | CDK5 inh | HTR5A ag | dFosB activator | Rtt109 Vps75 | SR-BI HDL uptake
CC(=O)Nc1ccc(C(=O)OCC(=O)N(Cc2ccccc2)C(C)(C)C)cc1 | -5.8 | . | 3.5 | -27.0 | . | -0.7 | -3.6 | -8.3 | 12.4 | 27.0
COC(=O)c1ccccc1Oc1nc(Cl)cc(OC)n1 | -2.4 | -7.5 | 0.1 | 13.9 | 2.1 | 0.2 | -3.1 | 8.2 | -3.6 | -13.9
CCOC(=O)C1(Cc2cccc(OC)c2)CCN(Cc2cnc(N)nc2)CC1 | -6.1 | -0.8 | . | 18.2 | 8.9 | -0.3 | . | -1.0 | 0.5 | -18.2
CN1CCN(C(=O)C23CCC(C)(C(=O)C2Br)C3(C)C)CC1 (stereo not drawn) | -8.5 | 0.2 | 3.3 | 13.6 | . | -0.1 | 1.6 | -6.2 | -4.8 | -13.6
COc1ccc(/C=N/OCC(=O)N2CC3(C)CC2CC(C)(C)C3)cc1OC (stereo not drawn) | -1.9 | . | 3.5 | -9.2 | -6.3 | 4.1 | 0.0 | -10.1 | . | 9.2
c1ccc(CCOn2ccnc2)cc1 | 10.4 | 3.3 | -4.3 | 19.0 | -15.6 | 0.9 | 0.2 | -4.7 | 12.7 | -19.0
COc1ccc(CCNC(=S)Nc2cccc3ccccc23)cc1 | -14.8 | . | 4.3 | 7.0 | -15.1 | 0.8 | 1.5 | 1.0 | -14.0 | -7.0
Cc1ccc(S(=O)(=O)N/N=C/c2ccc(OS(=O)(=O)c3ccc(C)c([N+](=O)[O-])c3)cc2)cc1 | 4.0 | 0.3 | -3.2 | . | -10.3 | 0.3 | -2.5 | 0.5 | -1.9 | .
COc1cnc(-c2ccccn2)nc1Oc1ccc(F)cc1F | -9.9 | ? | 1.5 | 5.5 | 13.7 | -2.0 | -1.9 | -19.3 | 6.2 | -5.5
O=C(Nc1ccc([N+](=O)[O-])cc1)C(=O)Nc1cccc(C(=O)O)c1 | -1.1 | -2.6 | 1.6 | . | -101.1 | 0.8 | 0.7 | -4.4 | -1.4 | .
O=C(Cc1ccccc1)NCC(=O)OCC(=O)c1ccc(Cl)cc1 | -12.4 | 0.2 | -4.2 | 6.6 | -6.5 | 1.1 | 2.4 | -0.8 | -11.6 | -6.6
O=C(NCCc1ccccc1F)/C(=C/c1cccnc1)NC(=O)c1ccccc1 | 10.6 | . | -0.5 | 19.7 | 3.3 | 1.0 | 10.5 | -1.4 | . | -19.7
Cc1ccccc1-c1nc(-c2cccnc2)no1 | 1.8 | 47.7* | -2.6 | -15.0 | . | 0.7 | -0.2 | -9.0 | -9.0 | 15.0
COc1cccc(NC(=O)[C@H](Cc2c[nH]c3ccccc23)NC(=O)[C@@H]2Cc3ccccc3CN2)c1 | -22.1 | -0.6 | 9.0 | 1.9 | -14.7 | 0.4 | 1.3 | -2.4 | 1.0 | -1.9
C/C(Cn1nnc([N+](=O)[O-])n1)=N\NC(=O)c1ccccc1Cl | -7.8 | -2.4 | -1.6 | 25.4 | -53.4 | -2.2 | 4.2 | 6.4 | 3.6 | -25.4
CN(C(=O)CC1C(=O)NCCN1Cc1ccoc1)C1CCOCC1 (stereo not drawn) | -3.2 | 4.0 | -7.1 | 21.7 | 10.2 | -0.8 | -0.3 | 2.0 | -0.5 | -21.7
CC(C)c1nc2ccccc2n1CCC(=O)O | -7.8 | 3.2 | 7.1 | 15.3 | 6.0 | 0.4 | 2.1 | -3.8 | 8.2 | -15.3
COc1cccc(S(=O)(=O)Nc2ccc(C(=O)Nc3ccncc3)cc2)c1 | -13.7 | -3.6 | -4.0 | -9.4 | -8.8 | -1.2 | 3.2 | -7.8 | -16.1 | 9.4
N#C/C(=C\Nc1ccc2c(c1)OCCO2)c1nc2ccccc2[nH]1 | -6.1 | . | -5.3 | -72.2 | 76.9 | 0.2 | -0.1 | -2.4 | -1.6 | ?
COc1ccc(NS(=O)(=O)c2cc(Br)cc3c2N(C(C)=O)CC3)cc1 | -7.5 | -2.5 | 10.2 | -3.0 | -18.8 | 1.7 | -4.7 | -5.1 | 4.6 | 3.0
CCOc1cc(C(=O)N/N=C(\C)Cc2ccc(OC)cc2)cc(OCC)c1OCC | -5.0 | -1.5 | -3.9 | . | -9.4 | -1.5 | 3.1 | -11.6 | -2.5 | .
COc1ccccc1NC(=O)CSc1nnc(Cn2cnc3ccccc32)n1C | 3.2 | -1.8 | -0.1 | 25.8 | -11.3 | 3.8 | 2.8 | -6.3 | -4.4 | -25.8
COc1cccc(-c2cc(C(=O)NCc3ccco3)c3ccccc3n2)c1 | -5.7 | 0.6 | -2.8 | -36.6 | . | 1.0 | 1.3 | -24.0 | -0.1 | 36.6
O=C1CC(C(F)(F)C(F)(F)C(F)(F)C(F)F)=Nc2ccccc2N1 | -1.9 | . | 3.6 | 15.3 | -7.9 | 0.4 | 6.9 | -4.1 | 6.6 | -15.3
Cc1csc(NC(=O)/C=C/c2ccc(C)o2)n1 | 3.0 | 18.1 | 0.8 | 10.1 | 30.7 | 0.8 | 0.8 | 3.7 | 3.2 | -10.1
(further entries)
SMILES | PvdQ acylase | Wnt act | RTF Ca sens act | SR-BI DiI-HDL act | MITF act | CDK5 inh | HTR5A ag | dFosB activator | Rtt109 Vps75 | SR-BI HDL uptake
CCOC(=O)c1oc2ccccc2c1N | 2.3 | 4.3 | -6.2 | 6.7 | 42.9 | -2.4 | 1.0 | -0.7 | -1.5 | -6.7
CCCOc1ccc(S(=O)(=O)NCc2ccc(OC)cc2)cc1 | -0.9 | -2.7 | -0.6 | 14.4 | 11.8 | 3.7 | 1.9 | -2.7 | -1.4 | -14.4
COc1cccc(CNC(=O)C2CCN(S(=O)(=O)c3ccccc3)CC2)c1 | -14.5 | . | 4.2 | -23.5 | . | -0.6 | -3.0 | -3.0 | . | 23.5
COc1ccc(N2CCN(CC(=O)c3ccc(Cl)cc3)CC2)cc1 | -12.3 | 1.7 | -1.7 | -0.7 | 2.5 | 1.1 | 2.2 | -7.5 | -4.9 | 0.7
O=C1CCCC/C1=C\Nc1ccc(O)cc1 | -6.6 | 3.5 | 0.2 | 1.5 | 5.5 | -6.7 | 6.7 | 0.9 | 7.6 | -1.4
CCCCC(=O)Nc1cc(OC)c(NC(=S)NC)cc1OC | 2.4 | -1.8 | -1.2 | 21.7 | 13.8 | 0.3 | 0.9 | 2.5 | -5.8 | -21.7
O=C(NCC1CCCO1)C1CCN(c2ccc(S(=O)(=O)N3CCCC3)cc2)CC1 (stereo not drawn) | 1.3 | -0.3 | -6.6 | 11.9 | -3.3 | 0.0 | 2.0 | -3.9 | 8.5 | -11.9
N#Cc1c(NC(=O)CSc2nnc(-c3ccco3)n2-c2ccccc2)sc2c1CCC2 | -11.4 | . | -4.4 | -9.6 | -13.8 | -1.6 | 5.2 | -8.6 | 4.3 | 9.6
Oc1ccccc1C=NCCCCCCN=Cc1ccccc1O | -8.2 | 1.7 | -6.0 | 0.9 | -6.8 | 0.7 | 4.1 | -0.4 | 9.2 | -0.9
O=C(N/N=C\c1cn(-c2ccccc2)nc1-c1ccccc1)c1ccc2c(c1)OCO2 | -8.0 | -1.9 | 1.1 | -50.1 | 42.1 | 1.3 | 2.3 | 0.7 | -3.7 | 50.1
CC(=O)N1CCN(CC(=O)Nc2c(Cl)cc(Cl)cc2Cl)CC1 | -15.3 | -5.2 | -0.8 | 13.7 | -3.9 | -2.0 | 5.6 | -2.9 | -1.5 | -13.7
O=C(O)c1ccc(-n2cccc2)cc1O | -15.6 | . | 3.6 | 24.6 | -20.6 | -4.2 | -3.8 | 1.4 | 8.6 | -24.6
S=C(c1ccccc1)N1CCCc2ccccc21 | 9.7 | -5.2 | -0.7 | -13.6 | -13.7 | 1.9 | -1.4 | -1.4 | 10.1 | 13.6
C/C(CC(=O)NCc1ccco1)=N\NC(=O)Cc1ccccc1 | -15.3 | -2.2 | 2.5 | -10.4 | -2.3 | 0.9 | -11.0 | 0.4 | 5.1 | 10.4
O=C(NCC1CCOCC1)c1ccc(OC2CCN(Cc3ccccn3)CC2)cc1 | -9.0 | -2.0 | 8.0 | -2.2 | 11.5 | -1.2 | 1.9 | 2.8 | -9.0 | 2.2
CC1=C(/C=C/C(C)=C/C=C/C(C)=C/C(=O)O)C(C)(C)CCC1 | -11.0 | -2.0&-3.7 | 1.4 | -12.8 | 30.1 | -5.0 | 5.1 | -7.7 | 2.5 | 12.8
COc1cc(C(=O)NCc2ccc(S(N)(=O)=O)cc2)ccc1OCC(=O)N1CCOCC1 | -8.6 | 4.2 | -2.3 | 3.8 | 2.0 | 0.6 | 1.4 | 2.4 | -0.4 | -3.8
CC(=O)N1c2ccc(S(=O)(=O)N(C)CC(=O)NCc3ccc(C)cc3)cc2CC1C (stereo not drawn) | 18.5 | 1.9 | -1.9 | 13.9 | -4.7 | -0.4 | 2.6 | -9.4 | 8.8 | -13.9
O=C(COC(=O)c1cc(Cl)ccc1Cl)Nc1ccc2[nH]c(=O)[nH]c2c1 | 0.6 | -2.6 | -3.0 | -5.6 | -10.0 | 1.5 | -9.5 | 15.6 | -3.1 | 5.6
N#Cc1ccc(C(=O)OCC(=O)N2CCN(C(=O)c3ccco3)CC2)cc1 | -15.3 | -2.4 | -3.4 | 0.0 | -2.7 | 0.4 | -1.4 | 5.9 | -4.2 | 0.0
CC(Oc1ccccc1)C(=O)Nc1ccc(S(=O)(=O)N2CCN(C)CC2)cc1 (stereo not drawn) | 10.2 | -1.2 | 2.1 | 1.9 | -1.7 | 1.6 | -7.0 | -2.1 | 11.5 | -1.9
Cc1ccc(NC2CC(C)NC(=S)N2)cc1 (stereo not drawn) | -12.1 | -1.4 | 11.3 | -4.9 | 4.2 | 0.6 | -5.4 | -1.0 | -8.1 | 4.9
COc1ccc(NC(C)=O)cc1S(=O)(=O)Nc1ccc(C(=O)N2CCCC2)cc1 | -5.9 | -3.3 | -3.5 | . | 6.2 | -1.4 | 3.5 | 6.6 | -7.4 | .
COc1ccc(C(=O)Nc2ccc(Cl)cn2)cc1S(=O)(=O)N1CCCC1 | 3.8 | 5.1 | -2.3 | -26.1 | 17.9 | 1.6 | -4.3 | -2.1 | 4.2 | 26.1
COc1ccc(CCNC(=O)COC(=O)C2CC2C)cc1OC (stereo not drawn) | -21.9 | 2.7 | -3.6 | 6.5 | 2.9 | 0.1 | -2.2 | 4.8 | -0.9 | -6.5
CCOC(=O)c1c(C)[nH]c(NC(=O)N2CCOCC2)c1C | 6.3 | . | -2.6 | 3.6 | -3.2 | 0.5 | -2.8 | -7.6 | . | -3.6
